Screens as filed in PubChem BioAssay.
hK5 inh = kallikrein 5 (human) inhibition; Q9Y337; recombinant hK5, fluorogenic AMC substrate cleavage; hit rate 0.59% among 210,000; inhibition, % at 5 µM;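 active means inhibition of 40% or more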;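 further: 0% = enzyme controls without compound and 100% = no-enzyme blanks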
Cl transport mod = KCC2 (human) Cl- transport modulation; Q9H2X9; KCC2 cells, thallium flux FluoZin-2 fluorescence; B-score of Tl+ flux slope (higher = more flux/activation; lower = inhibition) at 10 µM; hit rate 2.2% among 190,000;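 active means thallium flux slope and its plate-corrected score both differing from the plate sample mean at a set confidence after two filtering rounds, in either direction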;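 further: slope of fluorescence scaled to starting intensity during 10 to 20 s after thallium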
eIF4E 4G PPI = inhibitors of eIF4E and eIF4G interaction in translation initiation. hit rate 0.37% among 220,000. inhibition, % at 21.7 µM. AID 782. TR-FRET eIF4E-eIF4GI(517-606) binding, 2 h. P63073+Q04637;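 further: 0% = full FRET control wells and 100% = background wells lacking eIF4GI fragment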
Furin inh = inhibitors of human furin; inhibition, % at 30 µM; purified furin, fluorogenic substrate cleavage; AID 463115; hit rate 0.061% among 220,000; in the data active means inhibition above about 25%; further: inactives centre near -15
Thrombin inh = inhibitors of human thrombin | alpha-thrombin, Boc-VPR-AMC fluorogenic substrate cleavage | inhibition, % at 5 µM | hit rate 0.26% among 220,000 | AID 1046;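 active means inhibition at or above 40%; inactive means inhibition below 40%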;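 further: 0% = enzyme with no compound and 100% = wells without enzyme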
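System – human alpha-thrombin · Medium – pH 7.5 Tris (50 mM) with NaCl 150 mM, Tween 20 0.05% · Compound – single-point dosing at 5 µM, 0.2% DMSO · Incubation – enzyme reaction carried out at room temperature · Technique – fluorescence of released AMC, ex 355 nm, em 460 nm · Read-out basis – % inhibition of thrombin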
Rad51 HR inh = Rad51 (human) homologous recombination inhibition | Q06609 | hRad51 DNA strand exchange, fluorescence dequenching | inhibition, % at 10 µM | hit rate 0.085% among 200,000 | AID 1385;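 active means inhibition above 40% at the single screening dose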;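 further: 0% = DMSO control wells and 100% = blanks with heterologous ssDNA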
Target sequence (Q06609 whole entry, looked up): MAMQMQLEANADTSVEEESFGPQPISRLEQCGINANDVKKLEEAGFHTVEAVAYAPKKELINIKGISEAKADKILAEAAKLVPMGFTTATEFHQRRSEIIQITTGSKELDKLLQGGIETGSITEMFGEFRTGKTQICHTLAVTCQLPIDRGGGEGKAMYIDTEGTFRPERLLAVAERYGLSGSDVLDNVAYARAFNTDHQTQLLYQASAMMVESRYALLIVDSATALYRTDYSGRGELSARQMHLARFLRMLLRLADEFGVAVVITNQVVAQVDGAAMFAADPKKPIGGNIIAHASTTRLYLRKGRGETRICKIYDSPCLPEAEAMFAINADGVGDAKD
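Material: hRad51 filaments on single-stranded DNA; Reagent: Donor/quencher-labelled 47-bp dsDNA substrate; Compound: 10 µM final, single point; Schedule: 37 °C 15-min filament assembly, 30-min compound preincubation, 15-min exchange; Technique: FRET fluorescence, excitation 485 nm, emission 520 nm; Benchmarks: control wells and blank wells on each plate.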
14-3-3 Bad PPI = disrupts binding of bovine 14-3-3 zeta to phospho-Bad peptide; P63103; TR-FRET 14-3-3zeta/Dy647-pBad peptide displacement, 1 h; inhibition, % at 21.7 µM; hit rate 0.71% among 220,000; AID 781;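 active means inhibition above about 70%, limit read from the data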;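 further: 0% = full 14-3-3 plus peptide FRET controls and 100% = background without 14-3-3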
Target sequence (P63103 whole entry, looked up): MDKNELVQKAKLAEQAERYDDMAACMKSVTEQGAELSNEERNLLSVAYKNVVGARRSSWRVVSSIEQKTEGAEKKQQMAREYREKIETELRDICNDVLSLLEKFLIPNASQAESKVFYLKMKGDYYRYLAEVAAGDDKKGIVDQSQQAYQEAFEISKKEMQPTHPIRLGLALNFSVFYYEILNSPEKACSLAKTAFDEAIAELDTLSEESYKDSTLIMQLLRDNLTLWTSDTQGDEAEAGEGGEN
NCF1 inh = p47phox (human) inhibition; P14598; p47phox/p22phox peptide binding, fluorescence polarization, 2 h; inhibition, % at 24.7 µM; hit rate 0.53% among 220,000;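 further: 0% = p47phox with labelled peptide and 100% = labelled peptide alone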
Target sequence (P14598 whole entry, looked up): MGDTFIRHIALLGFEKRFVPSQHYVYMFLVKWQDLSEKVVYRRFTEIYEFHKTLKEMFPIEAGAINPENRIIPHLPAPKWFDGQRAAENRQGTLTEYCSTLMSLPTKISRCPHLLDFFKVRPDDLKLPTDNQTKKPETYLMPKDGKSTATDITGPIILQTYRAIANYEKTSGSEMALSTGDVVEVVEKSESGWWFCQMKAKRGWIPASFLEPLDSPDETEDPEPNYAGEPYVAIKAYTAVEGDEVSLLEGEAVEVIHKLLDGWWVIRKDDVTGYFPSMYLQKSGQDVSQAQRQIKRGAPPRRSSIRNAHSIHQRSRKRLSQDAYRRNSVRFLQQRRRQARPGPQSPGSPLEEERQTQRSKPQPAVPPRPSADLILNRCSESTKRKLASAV
EBV gp42 inh = blocks Epstein-Barr virus glycoprotein 42 binding. inhibition, % (tested at 21.74 µM). Fluorescence polarization binding assay, mP read-out. Q1HVG2. hit rate 0.42% among 220,000; in the data active means inhibition above about 50%
* marks the source's active call; other numbers are inactive results; · = not tested or not shown; [ ] = remark or other dose.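 How the source made its calls, unless noted: active means inhibition above about 30% (limit read from the data); inactive means the rest.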

hK5 inh,Cl transport mod,eIF4E 4G PPI,Furin inh,Thrombin inh,Rad51 HR inh,14-3-3 Bad PPI,NCF1 inh,EBV gp42 inh,mol
0.8,·,-9.9,-36.0[20 µM],3.0,3.2,-9.1[fluorescence artefact?],-4.9,-3.5,COc1ccnc(Oc2ccc(F)cc2)c1C(=O)N/C=N/OCc1ccc(F)cc1Cl
3.0,-1.11,-0.8,-18.4,2.6,7.5,-0.9,-6.6,-10.2,O=C(CSc1nnc(SCc2ccc(Cl)cc2)s1)N/N=C/c1ccccc1C(=O)O
1.1,-0.864,0.7,-5.3,-0.1,15.6,-19.2,-0.1,-5.1,CN(CCC#N)Cc1cc(=O)oc2ccc3ccccc3c12
-1.3,-1.1,10.3[fluorescence artefact?],-7.2,-5.9,-7.1,16.0[fluorescence artefact?],-0.5,-0.6,O=C1OC(N2CCN(C(=O)C3CCCO3)CC2)c2ccccc21 (stereo unspecified)
-7.7,2.58,2.0[fluorescence artefact?],-6.4,-3.7,15.1,-0.7,-1.9,1.4,O=C(NC(=S)Nc1ccc(S(=O)(=O)N2CCCCC2)cc1)c1cccs1
-20.8,0.315,5.9,-0.1[20 µM],-1.6,0.7,-2.7,-12.3,8.5,O=C(/C=C/c1ccc(OC2CSC2)cc1)c1ccccc1
-0.5,1.44,-2.2,-12.2,-2.1,-29.7,-0.8,-40.1,-10.1,COc1c(C)cccc1C(=O)NC(=S)Nc1cccc2nsnc12
-5.9,2,-1.1,-9.0,-7.0,0.9,-3.0,-1.0,-5.8,CC(=O)N(Cc1ccccc1)c1ccccc1C(=O)O
4.1,0.627,-6.8,-16.0,-2.1,-0.1,-0.1,-11.3,-3.2,CCCCc1n[nH]c2c1C(=O)CC(C)(C)C2
4.6,1.41,22.9,-19.9,-3.2,-4.0,29.6,-4.1,-21.1,CCc1n(CC(O)COC2CCCCC2)c2ccccc2[n+]1C (stereo unspecified)
4.8,-0.756,-3.0,-40.4,-12.6,7.8,-12.3,-6.1,-9.4,COc1ccc(CNC(=O)c2nnn(-c3cccc(C(F)(F)F)c3)c2N)cc1
-6.8,-0.00728,-0.4,-18.4,-0.1,2.7,-2.9,4.3,11.8,CC1(C)CC2CN(C(=O)Cc3ccccc3)C(C)(C2)C1 (stereo unspecified)
-2.2,-0.38,1.4,-3.8,-5.6,-7.2,-4.0,-9.0,19.9,Cc1ccc(S(=O)(=O)N/N=C/c2ccc(O)cc2O)cc1[N+](=O)[O-]
5.0,·,-3.8[fluorescence artefact?],-16.4,2.6,-1.0,-3.7[fluorescence artefact?],-3.2,-9.5,CC(=O)c1cc2c(cc1NC(=O)c1cc3nc(C(C)C)cc(C(F)(F)F)n3n1)OCO2
-7.0,-1.33,-11.4,-19.0,2.9,-2.1,-3.9,3.1,-10.3,O=C(Nc1ccccc1Cl)c1cc(S(=O)(=O)N2CCCC(C(=O)O)C2)ccc1F (stereo unspecified)
-13.2,0.382,2.3,-8.4,-7.8,5.8,-18.2,4.4,-0.7,O=C(NNc1c(Cl)cc(Cl)cc1Cl)C1CCC1
·,1.66,2.8,-14.0,-2.9,·,5.2,6.3,3.9,Cc1nn(C)c(Oc2ccccc2)c1CCNC(=O)CCl
-4.9,-0.143,-3.4,-14.9[20 µM],5.0,-4.7,-4.8[fluorescence artefact?],-7.6,-0.8,COc1ccc(C(=O)Nc2ccc(F)cc2F)cc1OC
-10.9,0.554,1.8,-15.1,-8.3,16.4,-4.8,-1.8,-11.6,C/C(=N\O)C(C)Oc1ccc(Cl)cc1 (stereo unspecified)
-2.0,·,2.0,-11.9,-6.0,5.9,-14.0,-11.1,-8.0,CCc1ccc(C(=O)O)cc1
1.2,0.277,8.7[fluorescence artefact?],-3.5[20 µM],1.3,2.3,80.2*[fluorescence artefact?],-16.2,0.3,C/C(=N\Nc1nc2c(s1)CCCC2)c1ccccc1
-3.5,0.687,-3.8,-21.1[20 µM],3.8,-0.7,-1.8,0.0,7.5,CCSc1nnc(NC(=O)c2ccc(C)cc2)s1
·,-0.633,4.6,-20.3,-0.7,·,-3.0,-4.1,0.6,CCc1nnnn1-c1ccc([N+](=O)[O-])cc1C
-24.4,0.113,-17.8,-13.5,-22.8,·,0.0[fluorescence artefact?],-8.5,-15.6,Cc1cc(C)c2nc3s/c(=C/c4ccc5c(c4)n(C)c(=O)n5C)c(=O)n3c2c1
4.7,0,2.9,-25.9,-12.4,-11.4,-5.7,-1.1,-36.9,O=C(NCc1cccs1)c1ccc(S(=O)(=O)N2CCOCC2)cc1
0.8,-0.71,4.5,-10.2,-5.3,-8.9,0.5,-12.3,-13.3,CCc1nnc(NC(=O)CCCSc2nc3ccccc3[nH]2)s1
-18.4,2.21,1.7,-12.9,-9.5,0.6,-2.0,-7.3,12.0,Cc1ccc(S(=O)(=O)ON2C(=O)c3cccc4cccc(c34)C2=O)cc1
-5.3,-1.59,6.2,-9.7,-1.4,-7.4,2.9,-1.5,-11.4,Cc1ccnn1CC(=O)N/N=C/c1cn[nH]c1-c1ccccc1
-8.8,0.25,1.3[fluorescence artefact?],-32.4[20 µM],-3.2,4.4,34.2[fluorescence artefact?],-1.0,-109.5,Cc1ccc(NC(=O)CN2CC(C)SC2=NC2CCCCC2)cc1 (stereo unspecified)
2.2,0.788,-1.9,-2.0[20 µM],10.1,1.4,-2.8,-16.6,-27.4,Cc1ccc(-c2ccc(/C=N/N3C(=O)C4C5C=CC(C6CC56)C4C3=O)o2)c([N+](=O)[O-])c1 (stereo unspecified)

Filtered by structure, the compounds so far with a COOH group.
hK5 inh,Cl transport mod,eIF4E 4G PPI,Furin inh,Thrombin inh,Rad51 HR inh,14-3-3 Bad PPI,NCF1 inh,EBV gp42 inh,mol
3.0,-1.11,-0.8,-18.4,2.6,7.5,-0.9,-6.6,-10.2,O=C(CSc1nnc(SCc2ccc(Cl)cc2)s1)N/N=C/c1ccccc1C(=O)O
-5.9,2,-1.1,-9.0,-7.0,0.9,-3.0,-1.0,-5.8,CC(=O)N(Cc1ccccc1)c1ccccc1C(=O)O
-7.0,-1.33,-11.4,-19.0,2.9,-2.1,-3.9,3.1,-10.3,O=C(Nc1ccccc1Cl)c1cc(S(=O)(=O)N2CCCC(C(=O)O)C2)ccc1F (stereo unspecified)
-2.0,·,2.0,-11.9,-6.0,5.9,-14.0,-11.1,-8.0,CCc1ccc(C(=O)O)cc1

Carrying on.
hK5 inh,Cl transport mod,eIF4E 4G PPI,Furin inh,Thrombin inh,Rad51 HR inh,14-3-3 Bad PPI,NCF1 inh,EBV gp42 inh,mol
-2.1,-1.02,0.6,8.7[20 µM],4.2,1.0,1.2,-1.7,-1.1,Nc1nc(NCc2ccccc2)nc(Nc2ccc(F)cc2)c1[N+](=O)[O-]
2.8,1.04,2.9,-26.2,-6.1,1.4,2.2,5.4,12.8,COCCOc1nc2c(c(=O)n(C)c(=O)n2C)n1CCc1ccccc1
-15.8,-5.21,-1.3,-25.8,0.6,-2.9,-1.9,-2.1,-0.7,CN(C)CCNC(=O)c1c(O)c2c([nH]c1=O)CCCC2
-19.5,-0.947,-0.5,-17.8,0.4,-0.6,-5.9,-6.9,1.3,CC1NC(=O)NC1CCCCCC(=O)Nc1ccc(F)cc1 (stereo unspecified)
-19.2,·,1.5,-6.7[20 µM],-9.8,2.5,0.6,2.0,-6.8,CCOc1ccc(NC(=O)CCNS(=O)(=O)c2cccs2)cc1
0.2,-0.548,-1.1[fluorescence artefact?],-17.8[20 µM],1.3,-2.9,-3.4[fluorescence artefact?],-5.5,-4.5,COc1ccc2c(c1)CCC(C)N2S(=O)(=O)c1ccc(C2CNC(=O)C2)cc1 (stereo unspecified)
-3.3,-1.04,3.9,-13.8,-0.1,·,0.3,1.9,-14.0,COc1ccc(-c2csc3ncn(-c4ccc(C)cc4)c(=O)c23)cc1OC
-1.3,1.47,-1.6,-28.5,-8.5,16.9,-11.9,0.5,-3.4,Cc1ccnc(SCc2cn3c(C)cccc3n2)n1
-3.8,0.143,-0.1,-18.9,-8.2,7.2,28.9[fluorescence artefact?],8.0,-13.1,O=C(Cn1nnc(-c2ccccc2)n1)N/N=C/c1ccc(-c2ccc(Cl)cc2)o1
5.4,·,7.8,-8.5,3.6,-1.0,1.6,-8.0,1.2,OCCNc1nc(Nc2ccccc2)nc(Nc2ccccc2)n1
10.8,·,1.6[fluorescence artefact?],-10.8[20 µM],3.3,-1.4,-1.1[fluorescence artefact?],-2.4,-5.1,CCN(CC)CCNC1=NCCn2c1cc1cc(OC)ccc12
-15.2,0.243,-0.3,-40.5,1.7,1.8,20.3[fluorescence artefact?],9.2,-29.4,O=C(NCC1COc2ccccc2O1)c1c[nH]c2ccc(S(=O)(=O)N3CCOCC3)cc2c1=O (stereo unspecified)
-24.6,0.414,0.9,-18.9,-6.4,0.8,-22.4,-1.0,-24.4,C=CCOc1ccc(/C=N/O)cc1Cl
1.1,·,1.6,-35.1[20 µM],2.4,6.7,-0.5[fluorescence artefact?],-1.3,-17.1,N/C(COc1ccc(Cl)cc1)=N\NS(=O)(=O)c1ccccc1
-0.8,0.516,1.8,3.3,-2.2,·,-4.6,-13.1,-5.9,COc1ccc2cc(/C=N/NC(=O)c3c(Cl)cnn3C)c(Cl)nc2c1
-12.6,-0.523,17.1,0.2,-1.9,4.2,-8.1[fluorescence artefact?],-10.6,-2.1,COc1ccc(NC(=O)/C=C/c2ccc(C)o2)cc1S(=O)(=O)N1CCOCC1
0.8,-1.16,6.0,-3.0,-8.4,6.7,-2.4,-3.1,10.8,Cc1ccc(NNC(=O)c2cc(C(C)(C)C)nn2Cc2ccccc2)cc1
-3.1,0.486,0.8[fluorescence artefact?],-1.7,-4.1,-12.6,-14.1,-5.5,-24.0,O=C(O)CCCC(=O)N1CCN(c2cccc(Cl)c2)CC1
4.5,0.241,-1.8,-21.6,-3.9,14.3,26.7,-13.4,-27.6,COc1ccc(C2CC(c3ccccc3)=NN2C(=O)COC(=O)c2nc3nc(C)cc(C)n3n2)cc1 (stereo unspecified)
-2.0,-0.284,1.2,-22.2,4.8,21.4,-4.5,-1.1,-8.9,COC(=O)c1sccc1NC(=O)CSCCc1ccccn1
1.2,-0.055,3.2,-12.5,-6.3,10.3,1.4,-7.1,-13.1,C/C(Cc1ccccc1)=N\NC(=O)CNC(=O)Cc1ccccc1
